# Source: PubChem BioAssay
# CTSL1 counter = counter-screen for PFM18AAP inhibitors: inhibitors of F. hepatica cathepsin L1; inhibition, % at 5.96 µM; actives 0.49% (n = 300,000); recombinant F. hepatica cathepsin L1, Z-Leu-Arg-MCA fluorescence;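 active = inhibition above the mean of all tested compounds plus 3 SD, set per screening campaign, cut at about 17% in these data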;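 note: 0% = plate median of test compound wells and 100% = 1 µM Z-Phe-Ala-diazomethylketone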
# GASC-1 inh = inhibitors of human GASC-1 (JMJD2C) demethylase; inhibition, % at 2.35 µM; Q9H3R0; actives 0.069% (n = 330,000); GST-JMJD2C(1-420) H3K9me3 demethylation, DELFIA europium; AID 2099;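 active = more than half of a compound's replicate wells show inhibition beyond 50%, single wells judged on their own value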;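 note: signal counts dimethyl H3K9 product captured on neutravidin plate; 0% = median of DMSO wells and 100% = 0.3 times that DMSO median; strong numbers were not always called active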
# GRK2 aptamer HTS = blocks RNA aptamer binding to human GRK2; inhibition of aptamer binding, % at 10 µM; actives 0.59% (n = 330,000); bead flow cytometry, FAM-aptamer displacement from GRK2; P25098;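 active = inhibition of aptamer binding above 40%, roughly 3 SD of noise, on plates passing a quality check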;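 note: median bead fluorescence of bound FAM aptamer so fluorescent compounds give negative values; no value below 0 was filed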
# Target sequence (P25098 whole entry, looked up): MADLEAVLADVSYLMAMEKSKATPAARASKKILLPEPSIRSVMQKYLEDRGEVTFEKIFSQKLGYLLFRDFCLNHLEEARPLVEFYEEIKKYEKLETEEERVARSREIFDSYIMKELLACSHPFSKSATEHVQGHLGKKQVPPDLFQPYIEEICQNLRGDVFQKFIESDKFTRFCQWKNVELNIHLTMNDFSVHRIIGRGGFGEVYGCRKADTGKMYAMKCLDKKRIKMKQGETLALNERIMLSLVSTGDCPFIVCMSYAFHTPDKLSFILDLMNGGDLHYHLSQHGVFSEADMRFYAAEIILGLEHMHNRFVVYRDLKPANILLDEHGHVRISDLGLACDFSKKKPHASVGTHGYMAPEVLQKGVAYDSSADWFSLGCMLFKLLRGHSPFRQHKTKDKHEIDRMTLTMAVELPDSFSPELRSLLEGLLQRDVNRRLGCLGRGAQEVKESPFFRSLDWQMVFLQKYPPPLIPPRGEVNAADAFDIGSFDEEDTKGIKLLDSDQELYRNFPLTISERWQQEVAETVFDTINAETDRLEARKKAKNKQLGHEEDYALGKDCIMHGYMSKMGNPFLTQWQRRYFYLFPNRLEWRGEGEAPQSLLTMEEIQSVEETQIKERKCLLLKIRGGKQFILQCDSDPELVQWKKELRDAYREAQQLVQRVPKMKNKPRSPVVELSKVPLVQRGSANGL
# VLA-4 inh = inhibition in a human VLA-4 binding assay; VLA-4 expressing cells, ligand binding flow cytometry; actives 0.2% (n = 330,000); P13612; inhibition, % (about 7 µM as worked out from the volumes in the protocol); in the data active = inhibition above about 50%
# procasp3 activ = procaspase-3 (human) activation; P42574; recombinant procaspase-3 D3A, Ac-DEVD-pNA absorbance 405 nm; activation, % at 8.5 µM; actives 0.11% (n = 330,000); AID 463141;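 active = activation above the mean of all tested compounds plus 3 SD, cut at about 21% in these data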;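 note: 0% = DMSO alone and 100% = DMSO wells spiked with extra 5 µM PC-3 D3A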
# Target sequence (P42574 whole entry D9A/D28A/D175A): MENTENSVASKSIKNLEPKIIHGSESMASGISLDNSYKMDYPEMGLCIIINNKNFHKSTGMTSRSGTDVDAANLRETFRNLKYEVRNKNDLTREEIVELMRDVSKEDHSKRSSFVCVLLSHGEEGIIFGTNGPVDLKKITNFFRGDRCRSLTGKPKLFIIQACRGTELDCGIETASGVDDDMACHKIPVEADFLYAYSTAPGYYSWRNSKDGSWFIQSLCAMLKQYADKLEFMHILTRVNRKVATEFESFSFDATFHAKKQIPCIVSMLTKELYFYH
#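 Assay system – Procaspase-3 D3A mutant, all three cleavage aspartates alanine · Controls – DMSO-only low control, 5 µM PC-3 D3A high control · Schedule – 1 h compound preincubation, 2 h substrate hydrolysis at 25 °C · Signal – 405 nm absorbance of p-nitroaniline, reads at 0 and 120 min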
# PP5 inh = blocks human protein phosphatase 5 activity | P53041 | purified PP5c, OMFP substrate fluorescence | inhibition, % at 6.7 µM | actives 0.18% (n = 320,000) | AID 1987;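 active = inhibition above the campaign's mean inhibition across all tested compounds plus 3 SD, cut at about 9.5% in these data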;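 note: 0% = DMSO only and 100% = 100 µM cantharidin control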
# HCV core dimer = blocks dimerization of HCV core protein | actives 0.33% (n = 300,000) | inhibition, % at 5 µM | TR-FRET GST/Flag-core106 dimerization, 1536-well;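 active = inhibition above the mean of all tested compounds plus 3 SD, set per screening campaign, cut at about 45% in these data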
#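 test system = GST/Flag-tagged HCV core106 proteins | probe or stimulus = Eu donor and XL665 acceptor anti-tag antibodies | times = compound-protein-antibody incubation 4 h at 22.5 °C | signal = TR-FRET, excitation 340 nm, emission 617 and 671 nm | measure = percent inhibition of core106 dimerization signal | controls = wells lacking GST-core106 and wells with excess unlabelled core106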
# PP1 counter = PP1-alpha (human) inhibition in PP5 counter-screen | purified PP1alpha, OMFP fluorescence | inhibition, % at 6.7 µM | actives 0.9% (n = 320,000);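 active = inhibition above the mean inhibition of all tested compounds plus 3 SD, computed separately for each screening campaign, cut at about 15% in these data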
# proCasp7 act = activates human procaspase-7, counter-screen for procaspase-3 activators; actives 0.093% (n = 330,000); activation, % at 8.5 µM; P55210; recombinant procaspase-7, Ac-DEVD-pNA absorbance 405 nm; D23A/D198A/D206A triple mutant, cannot self-cleave; scale: DMSO 0, 5 µM enzyme 100; AID 463210;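 active = percent activation above the screen-wide mean plus 3 SD, cut at about 25% in these data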
#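 signal = Epi-absorbance of released pNA at 405 nm, two timepoints | assay system = Uncleavable procaspase-7 mutant enzyme | reagent = Ac-DEVD-pNA substrate, 400 µM as added | times = 1 h enzyme–compound preincubation and 2 h substrate reaction, both 25 °C | benchmarks = low DMSO alone, high DMSO plus 5 µM PC-7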
# The depositor's hits bear a star; . = no result given; & = joins results of further samples. Random draw from the library; about 2.6% have a hit in one of these screens.
SMILES,CTSL1 counter,GASC-1 inh,GRK2 aptamer HTS,VLA-4 inh,procasp3 activ,PP5 inh,HCV core dimer,PP1 counter,proCasp7 act
CCCn1cc(C(=O)OCC)c(=O)c2cc(F)c(F)cc21,5,-15,0,-12,-12,-2.3,2,-6,2
Cc1n[nH]c(=O)nc1NC(C)c1ccccc1 (centres undefined),1,-8,3,14,4,6.9,0,-5,-1
Cc1nc2nc(COc3ccccc3)nn2c(C)c1Cl,-1,5,0,21,8,-0.8,-3,3,0
COc1ccc(CN(Cc2ccc(C(=O)O)cc2)C(=S)Nc2ccccc2Cl)cc1OC,-5,5,0,10,-5,-1.1,4,-2,-10
CC1NC(=O)N(C)C2NC(=O)N(C)C(c3ccccc3)C12 (centres undefined),-2,3,2,1,3,-3.3,-4,-3,0
COc1cc(/C=c2\sc3n(c2=O)CCCN=3)ccc1O,5,1,3,13,-18,1.1,-26,1,-4
Cc1nc2ccccc2nc1CN1CCN(Cc2ccc(F)c(F)c2)C(CCO)C1 (centres undefined),2,12,0,-4,0,-1.4,-1,3,1
CCC(C)(C)n1nnnc1C(c1ccncc1)N1CCN(c2cccc(OC)c2)CC1 (centres undefined),-2,23&-7,3,7,2,0.5,-5,-3,-5
O=C(O)/C=C/c1cccc(NS(=O)(=O)c2ccccc2)c1,-1,3,2,6,-8,-0.8,-3,0,0
COc1nc(NC(C)(C)C)nc(Oc2ccc(=O)n(-c3ccccc3)n2)n1,0,-4,0,-9,9,1.6,-3,-4,-1
CC1(C(=O)O)CCC(C(=O)Nc2ccccc2)C1(C)C (centres undefined),-1,31,0,-11,2,-0.5,1,0,-7
COc1ccc2c(c1)C=C(C(=O)NCc1ccc(Cl)cc1)CO2,-1,-1,5,-7,-1,-1.4,-3,4,1

# Part of the list above in another layout:
# Value order: CTSL1 counter, GASC-1 inh, GRK2 aptamer HTS, VLA-4 inh, procasp3 activ, PP5 inh, HCV core dimer, PP1 counter, proCasp7 act
Cc1nc2nc(COc3ccccc3)nn2c(C)c1Cl
    -1, 5, 0, 21, 8, -0.8, -3, 3, 0
COc1ccc(CN(Cc2ccc(C(=O)O)cc2)C(=S)Nc2ccccc2Cl)cc1OC
    -5, 5, 0, 10, -5, -1.1, 4, -2, -10
CC1NC(=O)N(C)C2NC(=O)N(C)C(c3ccccc3)C12 (centres undefined)
    -2, 3, 2, 1, 3, -3.3, -4, -3, 0
COc1cc(/C=c2\sc3n(c2=O)CCCN=3)ccc1O
    5, 1, 3, 13, -18, 1.1, -26, 1, -4
Cc1nc2ccccc2nc1CN1CCN(Cc2ccc(F)c(F)c2)C(CCO)C1 (centres undefined)
    2, 12, 0, -4, 0, -1.4, -1, 3, 1

# (listing goes on)
SMILES,CTSL1 counter,GASC-1 inh,GRK2 aptamer HTS,VLA-4 inh,procasp3 activ,PP5 inh,HCV core dimer,PP1 counter,proCasp7 act
CCOc1ccc(NC(=O)NC2CCCc3ccccc32)cc1 (centres undefined),-3,-5,2,-14,-1,0.1,-1,-4,5
COc1cccc(CNC(=O)c2cc(S(=O)(=O)N3CCOCC3)ccc2N2CCCC2)c1,.,3,0,-7,4,-2.4,.,-3,0
Cc1cccc(Nc2nc(N)nc(CSc3nccn3C)n2)c1,1,-30,0,-10,1,0.4,-3,5,-15
Cc1cc(NC(=O)CSc2nnc(CNC(=O)c3ccc(F)cc3)o2)no1,3,-3,1,7,5,-0.8,-8,-3,-1
Cc1nc(SCC(=O)O)c2oc3ccccc3c2n1,0,0,4,-13,-4,-0.9,-3,1,-1
COc1ccc(NC(=O)N2CCN(C(=O)C(Cc3ccc(F)cc3)NC(C)=O)CC2)cc1 (centres undefined),0,1,0,7,5,-0.3,-3,-4,9
Cc1c(NC(=O)c2ccc(Cl)c([N+](=O)[O-])c2)cccc1-n1cnnn1,.,-3,0,0,-3,.,.,.,9
COC(=O)c1sc(NC(=O)c2ccc(C)o2)nc1C,1,-8,0,13,2,2.0,1,4,0
CSc1ccccc1NC(=O)COc1ccc(Cl)cc1C,-1,4,13,14,9,1.8,0,1,-2
CN(C)S(=O)(=O)Oc1ccccc1C(=O)Nc1ccc(F)cc1,1,-26,0,3,-4,1.7,-3,-2,7
CCOC(=O)/C(C#N)=C1/C=CN(c2ccc(C)cc2)C=N1,1,3,6,17,-4,1.9,5,-2,5
Cc1cccc(OC(=O)NCCOC(=O)N(O)c2ccc(Cl)cc2)c1,19*,-6,0,6,-1,0.2,1,-1,-7
COc1ccc(NC(=O)CCOc2cc(C)ccc2C)cc1S(=O)(=O)N1CCCCC1,.,1,2,-4,5,.,.,.,1
COc1ccccc1C(=O)NC(C)c1cccc2ccccc12 (centres undefined),5,14,2,-2,-4,2.2,-20,2,2
O=C(O)c1c(F)c(F)c(F)c(F)c1-c1ccc(Cl)cc1,1,-4,0,0,-1,2.8,9,4,-1
COc1ccc([N+](=O)[O-])cc1NC(=O)CSCc1cc(C)cc(C)c1,-2,13,0,-5,4,3.9,13,1,7
O=C(CNCCc1ccccc1)Nc1ccc(C(=O)N2CCCCC2)cc1,-5,0,0,-21,-1,3.7,-19,-3,2
NC(=O)c1ccsc1NC(=O)COC(=O)c1ccc([N+](=O)[O-])o1,.,3,80*,6,2,-0.2,.,3,7
COc1ccc(Cc2nnc(Nc3ccc4c(c3)OCCO4)[nH]c2=O)cc1,-1,-15,4,-2,-2,2.1,-1,-4,-2
CC1CC(C)CN(C(=O)Cc2c(C(=O)O)[nH]c3ccc(Cl)cc23)C1 (centres undefined),2,1,3,6,-3,0.1,-1,-2,4
Cc1cccc(C(=O)NC(=S)NNC(=O)c2ccc(Cl)cc2)c1,2,6,3,-12,-4,0.8,-7,8,-9
Clc1ncnc2scc(C3COc4ccccc4O3)c12 (centres undefined),-1,-6,2,12,-1,5.1,3,-1,-2
O=C(CCc1ccccc1)Nc1ccc(N2CCOCC2)cc1,1,11,4,6,3,-1.4,-2,-5,3
COCCCN(C(=O)Nc1cccc(Cl)c1)C(C)c1ccccn1 (centres undefined),-1,-2,0,-9,-1,-0.4,0,2,11
Cc1cc(NS(=O)(=O)c2ccc(NC(=O)COc3ccc(Cl)cc3)cc2)no1,0,1,2,8,3,0.2,8,3,-7
CCn1cc(C(=O)NCCCN2CCCC(C)C2)c(=O)c2cc(S(=O)(=O)N3CCOCC3)ccc21 (centres undefined),3,1,3,-8,10,2.0,-11,-3,1
CN(C(=O)c1ccccc1C(=O)OCC(=O)c1ccc(F)cc1)c1ccccc1,.,9,0,1,3,3.2,.,-1,3
COc1cc(C(=O)NCC(=O)N2CC=C(c3ccccc3)CC2)cc(OC)c1OC,2,0,2,15,-13,1.7,-5,-1,1
O=c1ccc(Br)c[nH]1,2,12,0,20,-1,-0.2,2,-1,8
O=C(OCc1c(-c2ccccc2)ncc2ccccc12)c1ccc(F)cc1,.,-6,0,-13,-1,.,.,.,1
O=C(Cc1ncc(C(F)(F)F)cc1Cl)Nc1cccc(Br)c1,-2,4,21,2,-2,3.4,-8,1,0
COC(=O)c1ccc(OCC(O)CN2CCc3cc(OC)c(OC)cc3C2c2ccccc2)cc1 (centres undefined),1,-10,0,-3,-5,2.9,6,2,5
CCc1nn(CC(=O)Nc2cc(C)ccc2C)c(=N)s1,-4,-4,0,13,5,-1.8,-4,1,-4
COc1ccc(NC(=O)CN(C)C(=O)c2ccccc2Sc2ncnc3sc(C)c(C)c23)cc1,0,-1,3,24,-6,-0.5,0,-4,-19
O=C(NN=C1CCCCCC1)c1ccc(Br)o1,1,1,0,12,-7,-0.5,-5,-1,-17
COc1ccc(C(=O)NCCS(=O)(=O)NCC2CCCO2)cc1 (centres undefined),2,3,3,9,1,0.0,-3,-3,-4
O=C(NCCCN1CCOCC1)c1cc(S(=O)(=O)N2CCOCC2)ccc1Cl,.,9,0,6,2,.,.,.,4
O=C1C(Cl)=C(N2CCN(Cc3ccccc3)CC2)C(=O)N1c1ccccc1,10,16,1,-22,-9,0.8,7,-6,-28
CCOc1cc(NCc2ccccc2)c2ncn(C(C)C)c2c1,.,-2,1,14,-1,.,.,.,-2
Cc1cc(S(=O)(=O)N2CCCC2)ccc1OCC(=O)NCc1ccco1,0,1,2,0,2,1.6,-5,-1,-2
Cn1nnnc1SCC(=O)Nc1cc(C(=O)O)cc(C(=O)O)c1,4,-5,0,22,3,0.1,4,-4,6
COCCCNC(=O)CSc1nc2ccccc2c(=O)n1CCC(=O)NCCc1ccc(OC)c(OC)c1,3,6,0,13,0,-2.7,3,-3,1
O=C(Nc1ccc2c(c1)OC1(CCCC1)O2)C1CC1,2,5,3,14,7,-1.5,1,5,5
CC(=O)CC1OC(=O)C(Br)=C1NCc1ccccc1 (centres undefined),1,4,1,19,-21,0.5,2,-3,-33
COCc1[nH][nH]c(=O)c1C=Nc1ccc(F)cc1F,-1,30,0,7,-1,2.4,2,0,16
COc1cccc(-c2cc(C(=O)N3CCN(S(=O)(=O)c4ccc(Br)cc4)CC3)[nH]n2)c1,2,7,0,-3,5,0.9,16,-3,-6
CCS(=O)(=O)N1CCN(C2Cc3ccccc3C2)CC1,-1,.,0,3,0,0.8,-2,1,-4
CSC1=N/C(=C\c2cccc(Cl)c2)C(=O)N1N(C)C,1,6,.,-3,-3,-2.0,2,-3,-1

# Next section, starting with the last 2 of the part before.
SMILES,CTSL1 counter,GASC-1 inh,GRK2 aptamer HTS,VLA-4 inh,procasp3 activ,PP5 inh,HCV core dimer,PP1 counter,proCasp7 act
CCS(=O)(=O)N1CCN(C2Cc3ccccc3C2)CC1,-1,.,0,3,0,0.8,-2,1,-4
CSC1=N/C(=C\c2cccc(Cl)c2)C(=O)N1N(C)C,1,6,.,-3,-3,-2.0,2,-3,-1
CCNC(=O)CC1C(=O)N(c2cccc(OC)c2)C(=O)N1CCOC (centres undefined),-5,0,0,20,0,2.4,-5,-2,9
C[C@H](NC(=O)c1ccccc1Cl)C(=O)OCC(=O)NNC(=O)c1cccs1,-12,16,2,-6,9,1.4,-1,-2,10
CC(C)(C)c1nc(NCC2CCCO2)c2nnn(Cc3ccccc3)c2n1 (centres undefined),0,-14,1,-1,4,3.4,8,4,2
CCNc1nc(NC(C)C)nc(OCC)n1,0,-45,1,2,3,0.6,-4,7,7
O=C(CSCC(=O)Nc1ccc2ccccc2c1)NCc1ccccc1,0,3,0,12,6,1.7,2,4,-3
COc1ccc(CCNC(=O)CCS(=O)(=O)c2ccc3c(c2)NC(=O)C(C)S3)cc1OC (centres undefined),-1,-3,7,-11,2,-0.1,3,-5,-4
O=C(NCCCNc1ccc(C(F)(F)F)cc1[N+](=O)[O-])c1cc(F)c(F)cc1Cl,4,1,1,94*,0,7.0,0,-1,20
COc1cc(OC)nc(Oc2ccccc2/C=N/O)n1,-1,-12,0,-3,-20,0.1,2,-6,-10
O=C(c1ccc(F)cc1F)N1CCCC(c2nc(-c3ccc(F)cc3)no2)C1 (centres undefined),-2,4,1,0,0,1.2,-3,1,6
CCCC(=O)N=c1sc2c(OC)ccc(OC)c2n1C,0,6,0,23,7,1.0,2,-1,9
